DT40 TDP1 CPT – growth inhibition of DT40 Tdp1-/-;hTDP1 cells with camptothecin (screen for TDP1 inhibitors). chicken DT40 Tdp1-/-;hTDP1 cells + 20 nM CPT, ATP luminescence, 48 h. Potency, µM (doses to about 46.2 µM), for inactives: at the top dose activity change, negative = growth inhibition, hits mostly inhibitors. 12% of 420,000 active. AID 686979; further: nearly all actives have a fitted effect of over 55% in size
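Chicken DT40 Tdp1-/- cells stably complemented with human TDP1 were seeded at 400 cells/well in medium containing 20 nM camptothecin, exposed to pin-transferred compounds, and grown at 37 °C for at least 48 hr. Viability was read as ATP luminescence.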
DT40 TDP1 no CPT – qHTS for Inhibitors of human tyrosyl-DNA phosphodiesterase 1 (TDP1): qHTS in cells in absence of CPT. DT40 Tdp1-/- hTDP1 cells, no CPT, ATP luminescence, 48 h. Potency, µM (series often up to 46.2 µM), for inactives: top-dose activity change, negative = growth inhibition, actives largely listed as inhibitors. 15% of 420,000 active; further: nearly all actives have a fitted effect of over 55% in size
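Chicken DT40 Tdp1-/- cells complemented with human TDP1, screened without camptothecin (DMSO vehicle only), 400 cells/well. Compounds pin-transferred, cells incubated at 37 °C for at least 48 hr. Growth read as ATP-dependent luminescence (CellTiter-Glo, 30 min at RT).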
GCN5L2 inh – GCN5L2 (KAT2A) acetyltransferase inhibition | Q92830 | GCN5L2 HAT assay, ThioGlo1 CoA-SH fluorescence | Potency, µM (highest dose often 58.9 µM), inactives show at the top dose activity change, negative = inhibition, most hits filed as inhibitors | 0.21% of 390,000 active | AID 504327
Target sequence (Q92830 whole entry, looked up): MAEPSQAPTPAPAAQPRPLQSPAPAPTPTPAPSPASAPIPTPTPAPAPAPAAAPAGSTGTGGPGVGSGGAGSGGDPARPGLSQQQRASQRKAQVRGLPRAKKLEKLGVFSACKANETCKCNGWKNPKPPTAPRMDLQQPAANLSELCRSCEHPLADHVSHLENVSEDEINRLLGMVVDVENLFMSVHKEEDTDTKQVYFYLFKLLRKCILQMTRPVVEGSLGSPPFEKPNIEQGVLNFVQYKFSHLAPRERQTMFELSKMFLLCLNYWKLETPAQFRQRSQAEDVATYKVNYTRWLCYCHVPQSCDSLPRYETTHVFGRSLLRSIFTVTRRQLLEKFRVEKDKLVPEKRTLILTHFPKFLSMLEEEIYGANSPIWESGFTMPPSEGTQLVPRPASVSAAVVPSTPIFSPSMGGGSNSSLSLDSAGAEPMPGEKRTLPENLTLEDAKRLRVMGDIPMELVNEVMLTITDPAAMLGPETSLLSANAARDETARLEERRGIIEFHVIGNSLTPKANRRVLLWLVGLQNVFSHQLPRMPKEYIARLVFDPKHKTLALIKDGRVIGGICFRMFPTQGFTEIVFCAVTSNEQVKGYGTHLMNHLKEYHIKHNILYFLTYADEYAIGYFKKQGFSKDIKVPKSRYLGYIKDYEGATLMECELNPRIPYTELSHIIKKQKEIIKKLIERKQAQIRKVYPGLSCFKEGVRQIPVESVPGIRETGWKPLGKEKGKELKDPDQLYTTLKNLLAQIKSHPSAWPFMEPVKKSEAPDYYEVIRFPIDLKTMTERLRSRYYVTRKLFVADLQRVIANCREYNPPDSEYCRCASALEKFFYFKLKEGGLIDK
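Titration-based screen in which CoA formation is detected via maleimide probe ThioGlo1 (50uM) turning fluorescent on thiol reaction; substrates H3(1-25) 75uM and acetyl-CoA 70uM, GCN5L2 20nM, 20 min incubation at room temperature.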
* marks the source's active call; other numbers are inactive results; ? = inconclusive; · = not tested or not shown; & = joins results of further samples; ! = not active in a repeat; [ ] = another dose, or the depositor's remark. The call rests on the fitted dose curve; in most records, active means well fitted curve in the direction sought with a large enough effect; inconclusive means small, poorly fitted or top-dose-only effect, or another doubt; inactive means no such curve, though single readings can be large; an effect the other way counts as inactive or inconclusive. On the % scale 0 is the no-effect control and ±100 the full control effect; potency means the concentration at half of the fitted maximal effect. A portion of the library, so the mix of outcomes need not match the whole.

| compound | DT40 TDP1 no CPT | GCN5L2 inh | DT40 TDP1 CPT |
| --- | --- | --- | --- |
| COc1cccc(-c2cc(C(=O)N3CCc4ccccc4C3)[nH]n2)c1 | -14% | -2% | -18% |
| O=C(C1CCCO1)N1CCN(C(=S)Nc2cc(F)cc(F)c2)CC1 (stereo unspecified) | 2% | -20% | -6% |
| Cc1cccc(S(=O)(=O)c2cn(Cc3ccccc3)c3cc(N4CCCC(C)C4)c(F)cc3c2=O)c1 (stereo unspecified) | ? | -14% | -36% |
| CCOC(=O)C1=C[C@@H](CC)N(S(=O)(=O)c2ccc(C)cc2)[C@H]1c1ccccc1 | 15µM* | · | 23µM* |
| C/C(=N\Nc1ccc(C(=O)c2c(C)cc3ccccn23)cc1[N+](=O)[O-])c1ccc(O)cc1 | ? | -11% | ? |
| Cc1nc2cc(C(=O)N3CCN(C)CC3)ccc2n1C | 24% | -11% | 5% |
| CCOC(=O)Cc1csc(NS(=O)(=O)c2ccc(NC(C)=O)cc2)n1 | -8% | 0% | 14% |
| COc1ccc(NC(=O)Cn2c(=O)n(-c3ccccc3)c(=O)c3oc4ccccc4c32)c(OC)c1 | ? | -4% | ? |
| COCCNC(=O)C(=O)NCC(c1cccnc1)N1CCN(c2ccccc2)CC1 (stereo unspecified) | -20% | -4% | 1% |
| Cc1cccc(C)c1Cn1c(C)c(C(=O)NCc2ccc([N+](=O)[O-])cc2)sc1=O | 23µM* | · | ? |
| COc1cc(-c2noc(C)c2C#Cc2ccsc2)cc(OC)c1OC | 0.92µM* | ? | 0.71µM*! |
| COc1ccc(CNC(=O)CCC(=O)Nc2nnc(C(F)(F)F)s2)cc1 | 11% | 3% | -2% |
| Cc1noc(C)c1CCC(=O)Nc1cc(C(=O)O)ccc1Cl | -11% | · | -15% |
| N#Cc1ccsc1NC(=O)CN1CCCCC1 | -25% | -4% | -29% |
| Cc1nc([N+](=O)[O-])cn1-c1nc2ccccn2c1[N+](=O)[O-] | -3% | -25% | 43%[activator] |
| CCN(CC)CCN(Cc1cc2ccc(C)c(C)c2[nH]c1=O)C(=S)NCc1ccco1 | ? | 5% | ? |
| COc1ccc(CNC(=O)C(=O)NCC2OCCCN2S(=O)(=O)c2cccs2)cc1 (stereo unspecified) | 7% | ? | 1% |
| Cc1nn(C)c(C)c1NS(=O)(=O)c1ccc(Cl)s1 | ? | -5% | ? |
| CCN1C(=O)c2cccc3c(S(=O)(=O)Nc4ccc(OC)cc4OC)ccc1c23 | ? | -3% | ? |
| C[C@@H]1CCCCO[C@H](CN(C)Cc2ccc(C(=O)O)cc2)[C@@H](C)CN([C@H](C)CO)C(=O)c2cc(N(C)C)ccc2O1 | -8% | · | -17% |

16 entries already listed, sorted by heavy-atom count, rising:
| compound | DT40 TDP1 no CPT | GCN5L2 inh | DT40 TDP1 CPT |
| --- | --- | --- | --- |
| N#Cc1ccsc1NC(=O)CN1CCCCC1 | -25% | -4% | -29% |
| Cc1nn(C)c(C)c1NS(=O)(=O)c1ccc(Cl)s1 | ? | -5% | ? |
| Cc1nc2cc(C(=O)N3CCN(C)CC3)ccc2n1C | 24% | -11% | 5% |
| Cc1nc([N+](=O)[O-])cn1-c1nc2ccccn2c1[N+](=O)[O-] | -3% | -25% | 43%[activator] |
| Cc1noc(C)c1CCC(=O)Nc1cc(C(=O)O)ccc1Cl | -11% | · | -15% |
| O=C(C1CCCO1)N1CCN(C(=S)Nc2cc(F)cc(F)c2)CC1 (stereo unspecified) | 2% | -20% | -6% |
| COc1cccc(-c2cc(C(=O)N3CCc4ccccc4C3)[nH]n2)c1 | -14% | -2% | -18% |
| COc1ccc(CNC(=O)CCC(=O)Nc2nnc(C(F)(F)F)s2)cc1 | 11% | 3% | -2% |
| CCOC(=O)C1=C[C@@H](CC)N(S(=O)(=O)c2ccc(C)cc2)[C@H]1c1ccccc1 | 15µM* | · | 23µM* |
| CCN1C(=O)c2cccc3c(S(=O)(=O)Nc4ccc(OC)cc4OC)ccc1c23 | ? | -3% | ? |
| COCCNC(=O)C(=O)NCC(c1cccnc1)N1CCN(c2ccccc2)CC1 (stereo unspecified) | -20% | -4% | 1% |
| CCN(CC)CCN(Cc1cc2ccc(C)c(C)c2[nH]c1=O)C(=S)NCc1ccco1 | ? | 5% | ? |
| C/C(=N\Nc1ccc(C(=O)c2c(C)cc3ccccn23)cc1[N+](=O)[O-])c1ccc(O)cc1 | ? | -11% | ? |
| COc1ccc(NC(=O)Cn2c(=O)n(-c3ccccc3)c(=O)c3oc4ccccc4c32)c(OC)c1 | ? | -4% | ? |
| Cc1cccc(S(=O)(=O)c2cn(Cc3ccccc3)c3cc(N4CCCC(C)C4)c(F)cc3c2=O)c1 (stereo unspecified) | ? | -14% | -36% |
| C[C@@H]1CCCCO[C@H](CN(C)Cc2ccc(C(=O)O)cc2)[C@@H](C)CN([C@H](C)CO)C(=O)c2cc(N(C)C)ccc2O1 | -8% | · | -17% |

Carrying on:
| compound | DT40 TDP1 no CPT | GCN5L2 inh | DT40 TDP1 CPT |
| --- | --- | --- | --- |
| N[C@@H](Cc1cc(I)c(Oc2cc(I)c(O)c(I)c2)c(I)c1)C(=O)O | 30%&-11%[activator] | -15% | -5%&2% |
| COc1ccc(CCNCC(=O)Nc2ccc(C)c(S(=O)(=O)N(C)C)c2)cc1 | 4.6µM* | -6% | -30% |
| N=C(N)c1ccc(OCCCOc2ccc(C(=N)N)cc2Br)c(Br)c1 | 3.8µM* | · | 4.7µM* |
| COCCNC(=O)C1CCCN(C(=O)/C=C/c2ccccc2)CC1 (stereo unspecified) | -3% | · | 1% |
| CCOC(=O)c1sc2ncn(C(CC)C(=O)OCC)c(=O)c2c1C (stereo unspecified) | -18% | -3% | -27% |
| Cc1occc1C(=O)Nc1cccc(-c2nc(CNC(=O)c3ccc4ccccc4n3)c(C)o2)c1 | 6.5µM* | · | 8.2µM* |
| COc1ccccc1-c1nc(SCC(=O)N(C)c2ccccc2)c2c(=O)n(C)c(=O)n(C)c2n1 | ? | -2% | ? |
| CCCCNC(=S)N/N=C/c1ccc(C)s1 | ? | -13%[0.501 µM] | ? |
| COCCCn1c(SCC(=O)NCc2ccco2)nc2sc3c(c2c1=O)CCC3 | -30% | 0% | -19% |
| O=c1c2ccccc2nc(SCc2nc(-c3ccccc3)no2)n1-c1ccc(F)cc1 | -26% | -7% | -28% |
| CC1Cc2ccccc2N1C(=O)Cn1cc(C(F)(F)F)ccc1=O (stereo unspecified) | ? | · | -7% |
| CCn1cc(C2Nc3ccccc3C(=O)N2O)c(C)n1 (stereo unspecified) | -24% | -7% | ? |
| O=C(Cn1nc(C(F)(F)F)c2c1CCC2)NCc1ccc(F)cc1 | -16% | 3% | 0% |
| O=C(NCc1nnc(SCC(=O)N2CCN(c3ccccc3)CC2)o1)c1ccc(F)cc1 | 21µM* | 0% | ? |
| COc1cccc(/C=C2\SC(=S)N(CC3CCCO3)C2=O)c1 (stereo unspecified) | -7% | -7% | -3% |
| CC1CCCC(NC(=O)CSc2n[nH]c(N)n2)C1C (stereo unspecified) | 8% | -2% | -6% |
| CC1=NN(c2ccc(Cl)c(C(=O)O)c2)C(=O)/C1=C/c1ccc(-c2ccccc2[N+](=O)[O-])o1 | 2% | ? | 6% |
| Cc1ccc(Nc2nc(N)nc(CN3CCC(C)CC3)n2)c(C)c1 | -5% | · | -2% |
| CCCCC1CCC(C(=O)N(C)CC(=O)Nc2cccc(OC)c2)CC1 (stereo unspecified) | ? | -2% | -7% |
| COc1ccc(NC(=O)c2oc3ccccc3c2NC(=O)Cc2coc3c(C)c(C)ccc23)cc1 | ? | 3% | ? |

Entries of single compounds as entered above. Order of screens: DT40 TDP1 no CPT	GCN5L2 inh	DT40 TDP1 CPT
COCCCn1c(SCC(=O)NCc2ccco2)nc2sc3c(c2c1=O)CCC3 as listed: -30%	0%	-19%
COCCNC(=O)C1CCCN(C(=O)/C=C/c2ccccc2)CC1 (stereo unspecified) as listed: -3%	·	1%

Following part:
| compound | DT40 TDP1 no CPT | GCN5L2 inh | DT40 TDP1 CPT |
| --- | --- | --- | --- |
| CC(=O)Nc1cccc(-c2nc(-c3ccccc3)no2)c1 | ? | -16% | ? |
| O=C(CN1C(=O)NC2(CCc3ccccc32)C1=O)Nc1c(Cl)cccc1Cl (stereo unspecified) | 8% | 1% | -3% |
| COc1cc(C2NC(=S)NC3=C2C(=O)CCC3)ccc1O (stereo unspecified) | -6% | -3% | -13% |
| O=C(CCc1ccccc1)NCCS(=O)(=O)N1CCN(c2ccccc2)CC1 | -25% | -1% | 7% |
| CCOC(=O)c1ccc2c(c1)n(CC)c(C)[n+]2CC | -8% | -3% | 2% |
| Cc1ccc(C(=O)N2N=C(c3ccccc3)CC2(O)C(F)(F)F)o1 (stereo unspecified) | ? | -2% | -2% |
| CSC(=CC(=O)c1ccc(F)cc1)SC | -17% | -9% | 6% |
| COc1cc(C)c(C2NC(=O)c3ccccc3N2)cc1C (stereo unspecified) | 2.1µM* | · | 2.6µM* |
